Screening results deposited in PubChem by National Center for Advancing Translational Sciences (NCATS).
AmpC no deterg – qHTS Inhibitors of AmpC Beta-Lactamase (assay without detergent); 0.52% of 330,000 active; Potency, µM (titrated, usually from 57.1 µM), inactives show at the highest dose activity change, negative = inhibition, usual class: inhibitors; AID 485341, 2010; P00811; AmpC nitrocefin hydrolysis, absorbance 480 nm, 0.0001% Triton;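 further: potency means the concentration at half of the fitted maximal effect; plate controls were no compound for no effect and no enzyme for full effect; nearly all actives have a fitted effect of over 20% in size; some results filed as inactive show a strong effect at the top dose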
Target sequence (P00811 whole entry, looked up): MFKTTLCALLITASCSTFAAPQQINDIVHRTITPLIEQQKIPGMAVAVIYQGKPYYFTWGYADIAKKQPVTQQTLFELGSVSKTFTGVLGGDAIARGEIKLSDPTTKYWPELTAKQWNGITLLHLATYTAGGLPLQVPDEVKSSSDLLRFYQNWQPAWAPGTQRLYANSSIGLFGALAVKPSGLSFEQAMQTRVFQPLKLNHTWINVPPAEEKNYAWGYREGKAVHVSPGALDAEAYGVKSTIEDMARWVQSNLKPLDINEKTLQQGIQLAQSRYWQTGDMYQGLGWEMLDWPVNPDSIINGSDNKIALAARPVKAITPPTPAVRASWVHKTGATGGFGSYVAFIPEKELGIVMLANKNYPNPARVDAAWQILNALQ
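AmpC (5.3 nM in the dispensed reagent) in 20 mM phosphate pH 7.0 with 0.01% (detergent screen) or 0.0001% Triton X-100 was preincubated with compounds for 15 min at room temperature. Nitrocefin was then added from an 800 uM solution, and hydrolysis was followed at 480 nm.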
HCMV inh – qHTS Assay for inhibitors of the human cytomegalovirus (HCMV) | 4.5% of 410,000 active | AID 1259415, 2018 | HFF cells, HCMV-luciferase reporter, 72 h; active compounds read low | activity change, negative = inhibition, % at 57.5 µM; in the data active means activity change below about -60%; inconclusive means no clear call, values can overlap the other calls; inactive means above about -39%
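After 16 h attachment at 37C, HFF cells received test compound and HCMV-luciferase (1 PFU/cell); reporter luminescence read 72 h later, data normalized against buffer-only and known inhibitor Salinomycin.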
TbPYK inhibitor – qHTS of Trypanosoma Brucei Inhibitors | 0.12% of 410,000 active | pyruvate kinase (Trypanosoma brucei), Q57TT1 | TbPYK enzyme, Kinase-Glo Plus ATP luminescence, 45 min | Potency, µM (series often up to 76.8 µM), without a hit: top-dose activity, negative = inhibition, most hits filed as inhibitors; further: potency means the concentration at half of the fitted maximal effect; nearly all actives have a fitted effect of over 50% in size
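ADP (130 uM final) triggers the TbPYK reaction after compound addition; incubation is 45 min at room temperature. Kinase-Glo Plus is then added and luminescence imaged. Normalized data are fitted to concentration-effect curves.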
AMA1 RON2 block – qHTS for Inhibitors of AMA1-RON; Towards Development of Antimalarial Drug Lead: Primary Screen | Plasmodium falciparum AMA1 (3D7) - RON2 peptide interaction | AlphaScreen AMA1-biotinylated RON2 peptide binding | Potency, µM (top dose mostly 58.2 µM), for inactives: at the top dose activity change, negative = inhibition, hits mostly inhibitors | 0.2% of 360,000 active | AID 720542, 2013;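 further: potency means the concentration at half of the fitted maximal effect; 0% = vehicle wells and -100% = peptide control; nearly all actives have a fitted effect of over 45% in size; some results filed as inactive show a strong effect at the top dose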
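AMA1 (3D7) with his tag at 25 nM final met compounds first, then biotinylated RON2 peptide at 25 nM; detection used donor plus acceptor beads, 10 µg/mL apiece, read by AlphaScreen after 30 min at room temperature.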
LmPK inh – qHTS Assay for Inhibitors of Leishmania Mexicana Pyruvate Kinase (LmPK). Q27686. 0.37% of 290,000 active. purified LmPK, Kinase-Glo ATP luminescence, 1 h. Potency, µM (top dose mostly 57.5 µM), without a hit: at the highest dose activity change, negative = inhibition, actives largely listed as inhibitors; further: potency means the concentration at half of the fitted maximal effect
Target sequence (Q27686 whole entry, looked up): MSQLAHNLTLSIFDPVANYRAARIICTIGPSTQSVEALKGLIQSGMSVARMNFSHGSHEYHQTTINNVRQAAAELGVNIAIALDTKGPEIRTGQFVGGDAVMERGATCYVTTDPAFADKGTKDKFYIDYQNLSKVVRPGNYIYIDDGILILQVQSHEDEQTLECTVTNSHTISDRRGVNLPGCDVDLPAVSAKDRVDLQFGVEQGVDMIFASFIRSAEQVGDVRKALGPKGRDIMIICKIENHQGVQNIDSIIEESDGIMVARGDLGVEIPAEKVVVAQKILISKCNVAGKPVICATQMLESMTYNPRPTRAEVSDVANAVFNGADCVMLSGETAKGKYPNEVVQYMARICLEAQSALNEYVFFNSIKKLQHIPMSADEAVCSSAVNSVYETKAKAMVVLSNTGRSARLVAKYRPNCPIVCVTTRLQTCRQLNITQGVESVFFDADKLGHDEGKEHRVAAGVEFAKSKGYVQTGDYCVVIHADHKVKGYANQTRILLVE
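Purified LmPK (0.1 nM) with 0.5 mM PEP and 0.1 mM ADP in imidazole buffer pH 7.2 with MgCl2/KCl, 1 h at room temperature. ATP formed was read by luciferase luminescence and normalized to no-enzyme and uninhibited controls.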
HCV inh – qHTS Assay for Inhibitors of Hepatitis C Virus (HCV); Huh7.5.1 HCVcc-Cre infection, luciferase reporter, 44 h; 3.4% of 340,000 active; Potency, µM (top dose mostly 41.8 µM), without a hit: top-dose activity change, negative = inhibition, most hits filed as inhibitors; further: potency means the concentration at half of the fitted maximal effect
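After 44 h co-culture of compound, cells and HCVcc-Cre (~0.5 moi), substrate is added for 15 min at room temperature and luciferase measured over 15 sec. Cells were seeded at 1,000/well and pre-cultured 4 h.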
AmpC detergent – qHTS Inhibitors of AmpC Beta-Lactamase (assay with detergent); Potency, µM (top dose mostly 114 µM), for the others: at the highest dose activity change, negative = inhibition, usual class: inhibitors; 0.041% of 370,000 active; P00811; AmpC hydrolysis of nitrocefin, absorbance 480 nm, 0.01% Triton;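 further: potency means the concentration at half of the fitted maximal effect; 0% = no-compound wells and -100% = no-enzyme wells; nearly all actives have a fitted effect of over 25% in size; some results filed as inactive show a strong effect at the top dose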
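AmpC (5.3 nM in the dispensed reagent) in 20 mM phosphate pH 7.0 with 0.01% (detergent screen) or 0.0001% Triton X-100 was preincubated with compounds for 15 min at room temperature. Nitrocefin was then added from an 800 uM solution, and hydrolysis was followed at 480 nm.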
* hit, by the source's call; u = inconclusive; x = not tested or not shown; [ ] = dose if it differs, or a comment. Unless noted, the call rests on the fitted dose curve; in most records, active means well fitted curve in the direction sought with a large enough effect; inconclusive means small, poorly fitted or top-dose-only effect, or another doubt; inactive means no such curve, though single readings can be large; an effect the other way counts as inactive or inconclusive. Unless noted, on the % scale 0 is the no-effect control and ±100 the full control effect.

1: CCCN(CC1CC1)C(=O)COC(=O)c1ccc2c(c1)C(=O)N(c1ccc(OCC)cc1)C2=O
2: Fc1cccc(Nc2nc(-c3ccncc3)nc3ccccc23)c1
3: N#Cc1ccccc1NC(=O)CSc1ccc([N+](=O)[O-])cn1
4: COC(=O)C1=C(c2ccc(S(C)(=O)=O)cc2)C[C@@H]2CC[C@H]1N2C(=O)NCCNC(C)=O
5: CC(C)CCOP(=O)(c1ccccc1)c1ccccc1
6: Cc1cc(N/N=C(/CCC(=O)O)C(=O)O)nc2ccccc12
7: CC(=O)Nc1cc(-c2ccsc2)cn2c(-c3ccc(F)cc3)cnc12
8: Cn1c(N)c(S(=O)(=O)NCc2ccc(F)cc2)c(=O)n(C)c1=O

Compound,1,2,3,4,5,6,7,8
AmpC no deterg,1%[11.4 µM],-19%,-10%,x,14%,-22%,x,-2%
HCMV inh,5,73,-66*,-37,-38,-8,-12,13
TbPYK inhibitor,4%,-4%,-6%,1%,0%,-5%,-3%,-28%
AMA1 RON2 block,9%,x,-5%,-4%,-14%,55%[activator],14%,19%
LmPK inh,6%,5%,-5%,x,1%,-6%,x,0%
HCV inh,9%,u,5%,19%,-8%,11%,x,0%
AmpC detergent,6%,11%,-7%,x,-8%,u,x,2%

9: COc1ccc(NC(=O)C2Cc3c(-c4ccc(Cl)cc4)ccnc3O2)cn1 (configuration not stated)
10: COCCCn1c(=O)c2ccccc2n(CC(=O)N2CCCc3ccccc32)c1=O
11: O=C(NCC1CCCO1)Nc1cc(Cl)cc(Cl)c1 (configuration not stated)
12: COCCn1c(C)cc(C(=O)COc2nc3ccccc3nc2C)c1C
13: Cn1nc(C(=O)Nc2ccc3c(c2)OCO3)c2ccccc2c1=O
14: Cc1cccn2c(=O)c(C(=O)N3CCN(c4ccccc4F)CC3)cnc12
15: Cc1ccc(S(=O)(=O)N2CCOCC2)cc1C(=O)OCC(=O)NC1CCCCC1
16: CCN(CCCNC(=O)c1ccc2c(c1)NC(=O)CN2C)c1cccc(C)c1

Compound,9,10,11,12,13,14,15,16
AmpC no deterg,x,-5%,-20%,-8%,-9%,x,26%,-2%
HCMV inh,-82*,u,10,-86*,55,-29,-12,-95*
TbPYK inhibitor,-2%,16%,-6%,-2%,1%,-1%,1%,-1%
AMA1 RON2 block,-20%,12%,14%,-8%,0%,x,-9%,-16%
LmPK inh,x,-1%,-8%,0%,3%,x,x,-3%
HCV inh,x,7%,-12%,u,-10%,x,-7%,u
AmpC detergent,x,4%,1%,-5%,0%,4%,u,4%

17: Brc1ccc(-c2ncc3ccccn23)cc1
18: C=CCNc1cc(F)ccc1S(=O)(=O)NCC=C
19: CCOC(=O)c1cnc2sccn2c1=O
20: CC(=O)OCCN1CCN(C(=O)CN2C(=O)NC(c3ccccc3)(c3ccccc3)C2=O)CC1
21: c1ccc2c(Cn3ccnc3)cccc2c1
22: O=C(NCC(=O)N1CCN(c2ncc(C(F)(F)F)cc2Cl)CC1)c1ccc(Br)o1
23: C=CCN1C=C2C(=O)C(C)(OC(=O)CCC(=O)OC)C(=O)C(Br)=C2C=C1c1ccc(OC)cc1 (configuration not stated)
24: CC(C)(C)c1nc(SCC(=O)N2CC(=O)Nc3ccccc32)c2ccccc2n1

Compound,17,18,19,20,21,22,23,24
AmpC no deterg,-28%,-40%,-6%,106%[activator],-8%,3%,93%[activator],-10%
HCMV inh,-34,6,-17,-12,1,u,x,-19
TbPYK inhibitor,1%,-3%,0%,-12%,-4%,0%,-9%,0%
AMA1 RON2 block,9%,17%,-23%,0%,-19%,18%,-24%,-3%
LmPK inh,-2%,x,-7%,-6%,0%,-3%,-7%[11.5 µM],4%
HCV inh,14%,-5%,8%,16%,24%,-14%,u,-27%
AmpC detergent,0%,x,0%,-7%,1%,1%,-7%,1%

25: CCCCC(=O)Nc1ccccc1C(=O)N1CCOCC1
26: COc1ccc(Cc2nnc(NC(=O)C3CC(=O)N(CCc4ccc(F)cc4)C3)s2)cc1OC (configuration not stated)
27: CCOC(=O)Nc1ccc2c(CNC(C)c3ccccc3OC)cc(=O)oc2c1 (configuration not stated)
28: COc1c(C)cc(Br)cc1C(=O)Nc1ccc(S(N)(=O)=O)cc1
29: Cc1ccc[n+](/C(=C\C(=C=[N-])C#N)C(=O)c2ccc(Cl)cc2)c1
30: COc1cccc(NC(=S)N2CCC(N(C)CC3CCCO3)CC2)c1 (configuration not stated)
31: CCc1cc(=O)oc2c(CNCc3ccc(OC)cc3OC)c(O)c(Cl)cc12
32: Cc1cccc(OCC(=O)N/N=C\c2cccn2C)c1C

Compound,25,26,27,28,29,30,31,32
AmpC no deterg,-12%,112%[activator],67%[activator],-29%,-9%,-18%,-6%,-17%
HCMV inh,-3,-20,u,7,11,12,160,u
TbPYK inhibitor,x,-7%,0%,10%,8%,8%,1%,3%
AMA1 RON2 block,-12%,-5%,9%,27%,-5%,-3%,14%,-7%
LmPK inh,4%,-2%,-1%,8%,6%,-4%,-1%,-5%
HCV inh,7%,-9%,-24%,-6%,23%,1%,17%,-3%
AmpC detergent,-4%,-4%,2%,u,-7%,-1%,-14%,4%

In the list so far, 7 contain fluorine.
2: Fc1cccc(Nc2nc(-c3ccncc3)nc3ccccc23)c1
7: CC(=O)Nc1cc(-c2ccsc2)cn2c(-c3ccc(F)cc3)cnc12
8: Cn1c(N)c(S(=O)(=O)NCc2ccc(F)cc2)c(=O)n(C)c1=O
14: Cc1cccn2c(=O)c(C(=O)N3CCN(c4ccccc4F)CC3)cnc12
18: C=CCNc1cc(F)ccc1S(=O)(=O)NCC=C
22: O=C(NCC(=O)N1CCN(c2ncc(C(F)(F)F)cc2Cl)CC1)c1ccc(Br)o1
26: COc1ccc(Cc2nnc(NC(=O)C3CC(=O)N(CCc4ccc(F)cc4)C3)s2)cc1OC (configuration not stated)

Compound,2,7,8,14,18,22,26
AmpC no deterg,-19%,x,-2%,x,-40%,3%,112%[activator]
HCMV inh,73,-12,13,-29,6,u,-20
TbPYK inhibitor,-4%,-3%,-28%,-1%,-3%,0%,-7%
AMA1 RON2 block,x,14%,19%,x,17%,18%,-5%
LmPK inh,5%,x,0%,x,x,-3%,-2%
HCV inh,u,x,0%,x,-5%,-14%,-9%
AmpC detergent,11%,x,2%,4%,x,1%,-4%

New compounds follow.
33: COCc1cc(C(C)=O)ccc1OCC(=O)Nc1ccc(NC(C)=O)cc1
34: Cc1ccc2c(Cl)c(C(=O)N/N=C/c3cccn3C)sc2c1
35: Fc1ccccc1-c1nc(NCc2ccccc2)c2ccccc2n1
36: Cc1ccc2oc(=O)c3cc(C(=O)Nc4ccc(F)cc4F)sc3c2c1
37: COc1ccccc1C(=O)NCC(=O)N1CCN(S(=O)(=O)c2ccccc2C(F)(F)F)CC1
38: CC1(C)CC(=O)C/C(=N\NC(=O)c2cccs2)C1
39: O=C(COC(=O)CSc1ccc([N+](=O)[O-])cc1)NC1CCCCCCC1
40: COC(=O)NC1CCC(CC2CCC(NC(=O)OC)CC2)CC1 (configuration not stated)

Compound,33,34,35,36,37,38,39,40
AmpC no deterg,-38%,-11%,-53%,x,-12%,-22%,32µM*,26%
HCMV inh,16,-34,-24,-8,-28,-13,7,15
TbPYK inhibitor,3%,-4%,-2%,6%,-5%,-2%,-4%,-9%
AMA1 RON2 block,-10%,10%[11.6 µM],9%,x,-8%,46%[activator],-13%,34%[activator]
LmPK inh,7%,2%,-8%,x,x,4%,x,-7%
HCV inh,-26%,17%,-16%,x,1%,2%,10%,20%
AmpC detergent,1%,-10%,2%,0%,4%,-1%,u,1%

41: O=c1c2ccccc2nc(SCc2nnc(-c3ccccc3)o2)n1-c1ccccc1
42: CNC(=O)CSc1nnnn1-c1ccc(C)cc1C
43: COC(=O)c1ccccc1NC(=O)N1c2ccccc2Sc2ccccc21
44: Fc1ccccc1N1CCN(c2ncnc3onc(-c4ccc(Cl)cc4)c23)CC1
45: CCn1c(COc2ccccc2)nnc1SCC(=O)Nc1ccc(N2CCOCC2)cc1
46: CC(OC(=O)c1ccc(Cl)nc1)C(=O)NCc1ccc2c(c1)OCO2 (configuration not stated)
47: O=C1CS/C(=N\NC(=O)c2ccccc2)N1
48: COC(=O)C1=C(C)N(C)C(=O)NC1c1ccc(O)c(OC)c1 (configuration not stated)
49: COc1cccc(SCc2noc(C(=O)NCC3CCCO3)c2C(=O)O)c1 (configuration not stated)
50: Cc1cc(N2C(=O)CC(C(C)c3ccccc3)C2=O)no1 (configuration not stated)
51: CN(CCOc1ccccc1)CC(=O)Nc1ccc(Cl)c(S(=O)(=O)N(C)C)c1

Compound,41,42,43,44,45,46,47,48,49,50,51
AmpC no deterg,-4%,-2%,-21%,x,4%,-26%,-7%,-10%,-10%,-16%,46%
HCMV inh,-34,11,-8,-9,42,-9,21,-26,17,10,-12
TbPYK inhibitor,-4%,-9%,-17%,-10%,-1%,4%,0%,-1%,5%,-13%,7%
AMA1 RON2 block,-3%,5%,u,x,-10%,-15%,29%,3%,46%[activator],-4%,7%
LmPK inh,4%,7%,0%,x,-4%,x,-9%,3%,4%,-2%,-5%
HCV inh,u,1%,u,x,-14%,u,-8%,2%,23%,13%,-26%
AmpC detergent,-9%,-6%,-2%,0%,-16%,u,5%,u,-3%,-12%,u
